MITF inh: blocks human microphthalmia-associated transcription factor. O75030. AlphaScreen MITF homodimerization, bead proximity signal. inhibition, % at 2.6 µM. actives 0.91% (n = 650,000). AID 1259374; in the data active means inhibition above about 50%;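 further: 0% = vehicle wells with protein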
Target sequence (O75030 whole entry, looked up): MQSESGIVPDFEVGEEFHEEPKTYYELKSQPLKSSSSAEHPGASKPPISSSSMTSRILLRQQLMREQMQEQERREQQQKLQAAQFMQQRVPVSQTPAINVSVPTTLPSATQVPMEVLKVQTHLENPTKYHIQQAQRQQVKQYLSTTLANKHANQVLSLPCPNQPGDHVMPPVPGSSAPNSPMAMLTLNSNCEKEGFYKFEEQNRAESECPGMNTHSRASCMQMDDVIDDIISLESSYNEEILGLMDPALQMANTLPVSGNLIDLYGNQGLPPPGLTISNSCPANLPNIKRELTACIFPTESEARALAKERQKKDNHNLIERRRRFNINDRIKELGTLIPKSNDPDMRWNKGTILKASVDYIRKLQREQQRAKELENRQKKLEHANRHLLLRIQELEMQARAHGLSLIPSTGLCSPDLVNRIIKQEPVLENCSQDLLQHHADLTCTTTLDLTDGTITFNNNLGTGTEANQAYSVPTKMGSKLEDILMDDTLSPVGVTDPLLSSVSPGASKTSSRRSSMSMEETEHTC
FBW7 act: activators of human E3 ligase FBW7; AlphaScreen FBW7–phospho-cyclin E peptide binding, activator screen; normalized activity (activation), % at 26.1 µM; actives 0.13% (n = 650,000); in the data active means normalized activity above about 1.9%;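 further: purified mutant Fbw7 with reduced substrate affinity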
GPR151 activ: activates the human receptor GPR151. Q8TDV0. PathHunter beta-arrestin GPR151 cells, luminescence. activation, % at 11.2 µM. actives 1% (n = 650,000). AID 1508602; in the data active means activation above about 4.9%;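 further: 0% = median of compound wells and 100% = cells with positive control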
Target sequence (Q8TDV0 whole entry, looked up): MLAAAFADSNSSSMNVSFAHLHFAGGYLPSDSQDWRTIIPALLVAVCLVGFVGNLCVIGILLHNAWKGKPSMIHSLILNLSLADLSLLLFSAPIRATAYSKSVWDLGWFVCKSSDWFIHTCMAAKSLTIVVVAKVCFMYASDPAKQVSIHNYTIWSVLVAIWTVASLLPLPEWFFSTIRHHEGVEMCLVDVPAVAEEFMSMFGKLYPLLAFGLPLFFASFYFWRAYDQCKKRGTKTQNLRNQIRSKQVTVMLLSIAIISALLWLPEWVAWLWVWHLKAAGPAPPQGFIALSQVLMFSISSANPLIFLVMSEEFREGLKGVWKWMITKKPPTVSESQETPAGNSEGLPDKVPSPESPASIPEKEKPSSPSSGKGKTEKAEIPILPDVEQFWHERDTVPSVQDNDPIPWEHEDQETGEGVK
TEAD-YAP inh: TEAD-YAP interaction inhibition; HEK-TIYL cells, TEAD-Gal4/YAP UAS-luciferase luminescence; inhibition, % at 9.12 µM; actives 1.4% (n = 640,000); AID 1259422; in the data active means inhibition above about 32%;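 further: 0% = median of test compound wells and 100% = reference inhibitor wells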
* marks the source's active call; other numbers are inactive results.

SMILES	MITF inh	FBW7 act	GPR151 activ	TEAD-YAP inh
COc1cc(NC(=O)c2ccc([N+](=O)[O-])cc2)c(OC)cc1NC(C)=O	5.5	0.1	1.8	-3.5
CCS(=O)(=O)NCC(c1cccnc1)N1CCN(c2ccccc2F)CC1 (stereo not given)	15.6	-0.2	-0.7	0.2
C=CCOc1ccc2c(C)c(CCCC)c(=O)oc2c1	7.5	0.1	0.3	-73.6
O=C(CSc1nnc(CNC(=O)c2ccco2)n1-c1ccc(F)cc1)Nc1ccccc1C(F)(F)F	-5.1	-0.1	-1.1	-2.0
O=C1COc2ccc(C(=O)COC(=O)c3ccc(Cl)cc3O)cc2N1	22.0	0.5	0.3	-4.7
c1ccc(CNc2ccnc3c(-c4ccsc4)cnn23)nc1	6.9	-0.8	2.7	-79.4
CCCCC(=O)Nc1ccc(C(=O)Nc2ccccc2C#N)cc1	15.2	0.3	0.9	-10.6
CC(=O)c1ccc(NC(=O)COc2ccccc2C(=O)NC(C)c2ccccc2)cc1 (stereo not given)	11.3	1.2	0.2	-17.3
OC(CNc1ccccc1)Cn1ccc2ccccc21 (stereo not given)	52.4*	-0.3	1.2	-6.4
Cc1cccc(CN2CCc3nnc(CCNC(=O)C4CCOCC4)n3CC2)c1	4.9	0.1	-0.3	9.6
CNC(=O)C12CCC3CC(CC(C3)C1)C2	16.3	0.3	-2.1	-13.2
COc1ccc(N2C(=O)NC(=O)/C(=C\c3c(OC)ccc4ccccc34)C2=O)cc1	-14.4	0.0	0.6	-0.7
CCC(=O)C1CCCN(C(=O)c2ccc(OC3CCN(C(=O)c4cccnc4)CC3)cc2)C1 (stereo not given)	5.8	-0.1	0.8	1.7
CC(C)COc1ccc(C(=O)N(Cc2cccs2)C2CCS(=O)(=O)C2)cc1 (stereo not given)	1.1	0.0	0.9	-12.4
COC(=O)C1=C(C)N(CC(C)C)C(=O)/C1=C\c1ccc(C(=O)O)cc1	7.6	-0.2	0.0	8.4
CC=C1Nc2ccccc2C(=O)N1c1c(Cl)cccc1Cl	8.4	0.2	-1.4	8.8
CC(C)=CCN1CCN(Cc2c(C)nc3sccn23)CC1CCO (stereo not given)	3.8	0.0	0.3	-9.1
CN(C)CCNS(=O)(=O)c1ccc(N2CCC(C(N)=O)CC2)c([N+](=O)[O-])c1	4.8	-0.1	-2.2	2.8
COc1ccccc1NC(=O)c1ccc(N2CC3CC(C2)c2cccc(=O)n2C3)c(NC(=O)c2cc3ccccc3oc2=O)c1 (stereo not given)	13.0	0.1	-0.3	-5.8
COc1ccc(C(=O)CSc2nnc(-c3ccccc3O)n2C)cc1	-10.5	-0.3	0.9	4.7
CNC(=O)c1c(NC(=O)CN2C(=O)CCC2=O)sc2c1CCC2	-7.6	0.0	-0.6	-1.7
O=[N+]([O-])c1cc(Sc2nc3ccccc3[nH]2)cc([N+](=O)[O-])c1	14.1	0.5	-0.2	-6.3
COc1ccc(Cl)cc1NC(=O)N1CCOc2ccccc21	2.7	-0.3	3.5	-1.4
CC1=C(C(=O)N2CCCCC2)C(c2ccc(Cl)cc2)C2=C(CCCC2=O)N1 (stereo not given)	12.7	-0.2	2.1	10.0
Cc1cccc(N2CC(O)(c3ccccc3)[N+]3=C2CCCC3)c1 (stereo not given)	8.6	0.4	-0.6	5.8

Reprinted from the part before: two compounds, followed by the next part.
SMILES	MITF inh	FBW7 act	GPR151 activ	TEAD-YAP inh
CC1=C(C(=O)N2CCCCC2)C(c2ccc(Cl)cc2)C2=C(CCCC2=O)N1 (stereo not given)	12.7	-0.2	2.1	10.0
Cc1cccc(N2CC(O)(c3ccccc3)[N+]3=C2CCCC3)c1 (stereo not given)	8.6	0.4	-0.6	5.8
CCOc1ccc(/C(O)=C2/C(=O)C(=O)N(CCN3CCOCC3)C2c2ccc(F)cc2)cc1C (stereo not given)	5.0	-0.2	-1.3	8.9
Cc1nnc(N/N=C/c2cccc(OCc3ccc(Cl)c(Cl)c3)c2)n1N	5.5	-0.5	-1.1	-57.1
COc1ccc(CNC(=O)CN(Cc2ccc(Cl)cc2)S(C)(=O)=O)cc1	-8.1	0.5	-3.1	-10.4
CCc1c(O)nc(SCC(=O)NCc2ccco2)[nH]c1=O	4.6	-0.1	-0.2	1.4
COC(=O)C1=C(COc2ccc(C=O)cc2OC)NC(=O)NC1c1cc(C)ccc1C (stereo not given)	20.3	0.8	0.1	2.2
O=C(Nc1cccc(Br)c1)C1CCN(C(=O)c2ccc([N+](=O)[O-])cc2)CC1	10.6	1.3	0.0	-10.2
CCCCn1c(=N)c(S(=O)(=O)c2ccccc2)cc2c(=O)n3cccc(C)c3nc21	-0.8	0.1	-1.6	-2.7
CCn1cnc2cc(NCc3ccc(OC)cc3)ccc21	5.3	-0.1	-0.9	-34.9
CCCn1ncc(CN2CCC(n3nccc3NC(=O)c3ccccc3OC)CC2)c1C	-10.8	0.0	-1.8	-2.6
O=c1[nH]ccc2c(O)cccc12	12.8	-0.1	1.0	1.4
COc1ccc(-c2nc(Nc3ccc(N4CCOCC4)cc3)c3ncn(-c4ccccc4)c3n2)cn1	12.0	0.1	-2.1	34.1*
O=C(COc1ccc(Cl)cc1Cl)NCCS(=O)(=O)N1CCc2ccccc2C1	-10.9	0.0	3.4	6.8
O=C(CSc1ccc2nnc(-c3cccc(F)c3)n2n1)NCC1CCCO1 (stereo not given)	-3.6	0.2	-0.6	-6.8
Cc1ccccc1N1CC(C)Cn2c1nc1c2c(=O)n(CC(C)C)c(=O)n1C (stereo not given)	0.9	-0.1	1.6	-9.3
CC(C)(C)C(=O)N1CCC(n2nc(-c3ccco3)ccc2=O)CC1	-3.0	-0.1	-0.5	6.5
CC1=C(C#N)C(c2cccnc2)C2=C(CCCC2=O)N1 (stereo not given)	-14.9	0.0	0.3	-6.9
O=C1c2cccc([N+](=O)[O-])c2C(=O)N1c1cccc(C(F)(F)F)c1	7.2	0.0	0.0	0.9
COc1ccc(-n2c(C)nc3cc(C(=O)N4CCCCC4)ccc32)cc1	20.9	0.2	-1.1	5.1
O/N=C/c1ccc(OCc2ccccc2Cl)cc1	3.0	0.1	-0.9	-51.1
CC1CCN(C(=O)C(=O)Nc2ccc3nc4n(c(=O)c3c2)CCCCC4)CC1	-0.9	-0.1	-0.2	-4.9
CN(c1ccc(Cl)cc1)S(=O)(=O)c1ccc2[nH]cc(C(=O)NCCc3ccccc3)c(=O)c2c1	1.6	-0.1	-1.1	8.5
COc1ccc(-c2csc(NC(=O)c3cccnc3)c2C#N)cc1OC	5.9	0.1	0.7	2.6
O=C(O)CNS(=O)(=O)c1cccc2cccnc12	-2.0	-0.2	2.7	-9.5
CS(=O)(=O)c1ccc(C(=O)OCc2nnc(-c3ccccc3)o2)cc1[N+](=O)[O-]	8.8	0.3	0.9	-1.6
O=C(c1ccccc1NS(=O)(=O)c1cc(Cl)ccc1Cl)N1CCCC1	10.5	0.0	0.9	4.8
(listing goes on)
SMILES	MITF inh	FBW7 act	GPR151 activ	TEAD-YAP inh
O=C(NCCOc1ccccc1)c1csc(NCc2cccnc2)n1	-5.5	-0.1	0.2	2.9
Fc1ccc(C2=CC(c3ccc(Br)cc3)n3ncnc3N2)cc1 (stereo not given)	0.8	0.0	0.1	-18.1
CC(=O)N1CCC[C@H]1C(=O)NCC1CCC2(CCN(Cc3ccccc3C)CC2)O1 (stereo not given in full)	7.4	-0.2	1.4	2.2
O=C1c2ccccc2C(=O)N1Cc1ccccn1	15.7	-0.4	-2.1	-9.6
CCOc1cccc(NC(=O)C2CC(=O)N(C)C(=Nc3cccc(OC)c3)S2)c1 (stereo not given)	9.0	0.1	2.3	3.4
COc1ccc(C(=O)N2CC(=O)N(CCc3ccccc3)C(=O)C2)cc1OC	-10.3	0.1	-0.8	9.0
O=C(N/N=C/c1ccc2c(c1)OCCO2)c1ccc(O)c(Br)c1	-3.4	0.0	-0.8	-28.3
CC(=O)COc1ccc2c(c1)O/C(=C\c1ccc(Cl)cc1)C2=O	-6.5	-0.1	0.7	-23.2
CCOC(=O)C1CCN(C(C(=O)Nc2ccc3c(c2)OCO3)c2ccccc2)CC1 (stereo not given)	4.6	0.8	-1.5	-10.2
Cc1c(O)ccc2c(=O)c(-c3cc4ccccc4o3)coc12	10.3	0.0	0.3	-1.5
CC1CCCC(NS(=O)(=O)c2ccc(F)c(C(=O)Nc3cc(Cl)cc(Cl)c3)c2)C1C (stereo not given)	7.0	0.0	-0.6	3.1
COC(=O)c1c(NC(=O)c2ccc(C(C)(C)C)cc2)sc2c1CCC2	21.2	0.3	-0.2	6.0
COc1ccc(C(C)C)cc1-c1cnc2ccc(NCc3ccco3)nn12	-19.5	0.0	4.6	58.6*
COc1ccc(C)cc1NS(=O)(=O)c1ccc(NC(=O)C(OC)c2ccccc2)cc1 (stereo not given)	-1.2	-0.1	0.4	1.2
Cc1ccc2ccccc2c1CSc1nnc(COc2ccc(C(C)(C)C)cc2)n1-c1ccccc1	3.6	0.3	0.7	0.4
O=C(Nc1ccc2c(c1)OCO2)c1nn2c(c1Cl)NC(c1ccccc1)CC2C(F)(F)F (stereo not given)	-2.8	0.1	0.4	-23.1
CCOc1ccc(CCNS(=O)(=O)c2cc(C(=O)OC)n(C)c2)cc1OCC	1.1	-0.3	-0.4	0.7
O=C(CCc1ccccc1)Nc1ccc2scnc2c1	10.3	0.1	0.1	-53.6
COc1ccccc1CCNC(=O)/C(=C/c1ccco1)NC(=O)c1ccc(C)c(C)c1	-1.8	0.0	-0.3	5.7
O=CN1CCN(C(=O)c2ccc(Cl)c([N+](=O)[O-])c2)CC1	4.2	0.1	0.8	5.5
CC(=O)Nc1ccc(NC(=O)Cc2cn(-c3ccc(N4CCOCC4)nn3)c3ccccc23)cc1	18.2	0.0	0.2	-15.5
O=C(CSc1cn(CC(=O)N2CCCC2)c2ccccc12)Nc1ccccc1F	9.4	0.1	0.4	4.3
O=C(OC(C(=O)c1ccccc1)c1ccccc1)c1ccc(F)cc1 (stereo not given)	1.9	0.0	0.1	-1.0
CC(=O)NC1=NC(=O)/C(=C/c2cccc(OCc3ccc(F)cc3)c2)S1	8.2	0.0	-0.3	-5.2
Cc1cc2c(=O)n(CC(=O)NCC(=O)N3CCN(c4ccccn4)CC3)cnc2s1	10.2	0.0	-0.7	14.1

Continued, starting with the last 7 of the part before.
SMILES	MITF inh	FBW7 act	GPR151 activ	TEAD-YAP inh
COc1ccccc1CCNC(=O)/C(=C/c1ccco1)NC(=O)c1ccc(C)c(C)c1	-1.8	0.0	-0.3	5.7
O=CN1CCN(C(=O)c2ccc(Cl)c([N+](=O)[O-])c2)CC1	4.2	0.1	0.8	5.5
CC(=O)Nc1ccc(NC(=O)Cc2cn(-c3ccc(N4CCOCC4)nn3)c3ccccc23)cc1	18.2	0.0	0.2	-15.5
O=C(CSc1cn(CC(=O)N2CCCC2)c2ccccc12)Nc1ccccc1F	9.4	0.1	0.4	4.3
O=C(OC(C(=O)c1ccccc1)c1ccccc1)c1ccc(F)cc1 (stereo not given)	1.9	0.0	0.1	-1.0
CC(=O)NC1=NC(=O)/C(=C/c2cccc(OCc3ccc(F)cc3)c2)S1	8.2	0.0	-0.3	-5.2
Cc1cc2c(=O)n(CC(=O)NCC(=O)N3CCN(c4ccccn4)CC3)cnc2s1	10.2	0.0	-0.7	14.1
Cc1nn(C(C)C(=O)Nc2cc(C(F)(F)F)ccc2Cl)c(C)c1[N+](=O)[O-] (stereo not given)	16.8	0.8	0.0	16.9
CCc1ccccc1NC(=O)C(C)N1C(=O)c2ccccc2S1(=O)=O (stereo not given)	7.0	0.1	-0.8	4.8
O=C1CSC(c2ccccc2F)N1c1ccc(Oc2ccccc2)cc1 (stereo not given)	-2.2	0.3	0.8	-22.0
Nn1c(COc2ccccc2)nnc1COc1ccccc1	3.6	-0.1	0.5	-6.9
COc1ccc(CC(=O)c2ccc(SC)cc2)cc1	4.4	-0.1	-2.0	-39.1
Cc1ccc(Cn2nc(C)c(NC(=O)c3cc(C)on3)c2C)cc1	0.1	0.1	0.1	-10.0
COC(=O)Cn1c(=O)c2c(nc3n2CC(C)CN3C2CCCCC2)n(C)c1=O (stereo not given)	17.3	0.1	-0.7	5.2
Cc1ccc(C2CC(C(F)(F)F)n3ncc(C(=O)NCCCn4ccnc4)c3N2)cc1 (stereo not given)	9.6	0.0	0.7	-8.6
CCCCC(=O)Nc1ccc(NC(=O)C(C)C)cn1	32.5	0.0	0.1	-2.0
O=c1[nH]c(=O)n(-c2ccccc2Cl)c(O)c1C=NCCCn1ccnc1	19.3	0.1	4.9*	6.2
COc1ccc(C(=O)N/C(=C\c2cccc([N+](=O)[O-])c2)C(=O)Nc2cc(Cl)ccc2OC)cc1Br	15.8	0.0	1.9	-0.2
CCOC(=O)C1=C(C)NC2=C(C(=O)C(C(=O)OC)C(C)C2)C1c1cc(Br)c(O)c(OC)c1 (stereo not given)	-1.7	-0.1	0.8	-2.9
O=C(Nc1ccc(Cl)c(Cl)c1)c1ccc(F)c(S(=O)(=O)NCc2cccnc2)c1	-2.3	0.0	-1.8	31.7
O=C(Cn1ncc2c(Cl)cccc21)NCCc1ccc(Cl)cc1	0.2	0.3	0.6	2.7
COc1cc(/C=N\NC(=O)COc2cc(C)ccc2C(C)C)cc(OC)c1O	11.2	0.2	-1.4	36.4*
CC(=O)NCc1nnc2n1CCN(Cc1cccc(Oc3ccccc3)c1)CC2	-21.3	0.2	0.0	-6.6
O=C(N=C1N=C2C=CC=CN2Cc2ccccc21)c1cc(F)c(F)c(F)c1F	10.3	-0.1	-6.0	-34.3
COc1cc(C=O)ccc1OCCOc1ccc(I)cc1	17.0	0.5	-1.1	-2.6
Cn1cc(S(=O)(=O)c2ccccc2)c(=O)c2cc(F)c(N3CCOCC3)cc21	-2.0	-0.2	0.3	-1.2
O=Cc1cc(Br)ccc1OCC(=O)Nc1ccccc1Cl	7.1	0.0	2.8	-2.9
COc1ccc(Cc2nc3cc(C)c(C)cc3n(C)c2=O)cc1Br	3.7	0.1	0.8	-4.5

Screens deposited in PubChem BioAssay by The Scripps Research Institute Molecular Screening Center.
